Compound activity as filed in PubChem BioAssay.
GLP1R cytotox: cytotoxicity counter-screen for GLP-1 receptor inverse agonists. Potency, µM (doses to about 38.3 µM), without a hit: top-dose activity change, negative = inhibition, actives largely listed as inhibitors. HEK293 cAMP-luciferase reporter cells, luminescence, 24 h. AID 624418. 0.13% of 410,000 active;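 also: loss of luciferase light is scored as toxicity; potency is read from the fitted curve at half-maximal effect; % is scaled to controls: 0 for no effect and ±100 for the full control effect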
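MLSMR compounds, 24 hr on cells at 37 deg C/5% CO2; luminescence after luciferase reagent (12 min RT). Inhibition counted as the undesired cytotoxic outcome.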
KB-V1 MDR tox: KB-V1 MDR subline cytotoxicity; Potency, µM (series often up to 46.1 µM), without a hit: at the top dose activity change, negative = cytotoxicity, most hits filed as cytotoxic; 3.4% of 400,000 active; KB-V1 MDR cells viability, CellTiter-Glo, 72 h; also: potency is read from the fitted curve at half-maximal effect; % is scaled to controls: 0 for no effect and ±100 for the full control effect; nearly all actives have a fitted effect of over 60% in size
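Cells of the MDR subline KB-V1 are plated, dosed with compound at multiple concentrations, and incubated 72 h at 37 degrees C; CellTiter-Glo is then added and luminescence read after 10 min.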
IL-1B inflam inh: inhibitors of inflammasome signaling (IL-1 beta secretion); THP-1 LPS/ATP IL-1B secretion, AlphaLISA, 16 h; active compounds read low; activity change, % at 57.5 µM; 4.7% of 360,000 active; in the data active = activity change below about -50%; inconclusive = mostly about -30% to -49%; also: % is scaled to controls: 0 for no effect and ±100 for the full control effect
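Secreted IL-1B measured by AlphaLISA bead assay after 16 h compound exposure of THP-1 cells; compounds (final up to 57.5 uM) added 1 h before LPS (250 ng/mL) and ATP (1.25 mM) stimulation; lower signal means less secretion.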
D3 ag: activates the human D3 dopamine receptor; D3R DiscoveRx beta-arrestin cells, luminescence, 90 min; max activation, %; 0.58% of 410,000 active; AID 652048; in the data active = max activation above about 30%; also: 0% is about no effect; mostly tested at two doses, the higher about 12 µM
Target sequence (P35462 whole entry, looked up): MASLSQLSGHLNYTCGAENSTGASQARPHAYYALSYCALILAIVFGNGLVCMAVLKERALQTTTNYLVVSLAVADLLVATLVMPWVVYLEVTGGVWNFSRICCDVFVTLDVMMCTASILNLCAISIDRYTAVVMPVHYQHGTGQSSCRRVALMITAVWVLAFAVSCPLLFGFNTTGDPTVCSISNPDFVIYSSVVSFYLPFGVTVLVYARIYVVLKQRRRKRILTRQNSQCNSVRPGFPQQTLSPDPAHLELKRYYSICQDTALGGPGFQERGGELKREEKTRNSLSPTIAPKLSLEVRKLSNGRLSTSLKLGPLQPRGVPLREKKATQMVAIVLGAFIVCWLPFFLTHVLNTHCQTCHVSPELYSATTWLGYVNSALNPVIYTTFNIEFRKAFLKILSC
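Cells at 1500/well, incubated overnight, then treated with pinned compounds (dopamine as control) for 90 min at 37 degrees C. DiscoveRx reagent added for 30 - 60 minutes at room temperature; luminescence read.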
KB-3-1 cytotox: KB-3-1 parental cell cytotoxicity; KB-3-1 viability, CellTiter-Glo ATP luminescence, 72 h; 1.4% of 400,000 active; AID 1347075; Potency, µM (highest dose often 46.1 µM), for inactives: at the top dose activity change, negative = cytotoxic, usual class: cytotoxic; also: potency is read from the fitted curve at half-maximal effect; % is scaled to controls: 0 for no effect and ±100 for the full control effect; nearly all actives have a fitted effect of over 60% in size
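KB-3-1 parental drug-naive adenocarcinoma cells in DMEM/10% FBS, incubated 72 h at 37 C with pin-transferred compounds across a concentration series. Viability by CellTiter-Glo luminescence; concentration-response curves fitted after normalization.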
HT1080-NT tox: kills 2HG-producing HT-1080-NT fibrosarcoma cells; HT-1080-NT fibrosarcoma viability, CellTiter-Glo ATP luminescence, 48 h; Potency, µM (series often up to 46.1 µM), inactives show top-dose activity, negative = less viability, usual class: cytotoxic; 1.6% of 360,000 active; AID 686970;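 also: NT is the 2HG producing partner of a matched IDH1 knockdown line; potency is read from the fitted curve at half-maximal effect; 0% = DMSO-treated cells and -100% = media-only wells without cells; nearly all actives have a fitted effect of over 55% in size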
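HT-1080-NT; 750 cells/well; 5% FBS RPMI; 48 h compound, 37 degrees C; CellTiter-Glo luminescence; curve fitting and curve-class assignment.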
SW480 rerep: DNA re-replication induction in SW480 cells; SW480 DNA re-replication, Hoechst DNA content imaging, 48 h; Potency, µM (doses to about 46.1 µM), without a hit: at the highest dose re-replication activation, most hits filed as activators; 1.8% of 340,000 active; also: potency is read from the fitted curve at half-maximal effect; % of control where 0% means no effect; nearly all actives have a fitted effect of over 55% in size
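Hoechst fluorescence of nuclei (405 nm excitation, 500-530 nm emission) measured by plate-scanning imager after 48 hr compound exposure at 37 C; re-replication scored as increased number of nuclei with elevated intensity.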
HT1080 IDH1KD tx: toxicity to HT-1080 IDH1 knockdown cells (counter line); HT-1080 IDH1 knockdown viability, ATP luminescence, 48 h; Potency, µM (doses to about 46.1 µM), without a hit: at the top dose activity, negative = toxicity, actives largely listed as cytotoxic; 2% of 360,000 active; AID 686971;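 also: potency is read from the fitted curve at half-maximal effect; 0% = DMSO wells and -100% = cell-free medium wells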
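IDH1KD HT-1080 cells, 750/well, RPMI + 5% FBS; compound pinned after 2 h settling; 48 h, 37 °C; CellTiter-Glo luminescence; % activity normalised to DMSO and no-cell wells; curves fitted, classed by r2 and efficacy.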
MCF10A rereplic: inducers of DNA re-replication in MCF 10A breast cells; MCF 10A DNA re-replication, Hoechst nuclear intensity, 48 h; Potency, µM (doses to about 46.1 µM), inactives show at the highest dose activity, positive = re-replication, usual class: activators; 2.9% of 350,000 active; also: potency is read from the fitted curve at half-maximal effect; % of control where 0% means no effect; nearly all actives have a fitted effect of over 50% in size
An asterisk follows results filed as active; i = inactive; ? = inconclusive; . = not tested or not shown; [ ] = remark or other dose. Unless noted, calls follow the shape of the dose curve; as a rule, active = well fitted curve in the direction sought with a large enough effect; inconclusive = small, poorly fitted or top-dose-only effect, or another doubt; inactive = no such curve, though single readings can be large; an effect the other way counts as inactive or inconclusive.

SMILES	GLP1R cytotox	KB-V1 MDR tox	IL-1B inflam inh	D3 ag	KB-3-1 cytotox	HT1080-NT tox	SW480 rerep	HT1080 IDH1KD tx	MCF10A rereplic
CC(=O)c1ccc(NC(=O)CN2C(=O)NC(C)(C3CCCCC3)C2=O)cc1 (configuration not stated)	0.7%	-12.5%	0.0	1.9	7.6%	-1.6%	7.4%	-1.7%	-7.5%
O=C1CN(C(=O)NCC(=O)N[C@@H](Cc2ccccc2)C(=O)O)c2ccccc2N1	-28.0%	5.1%	6.8	3.4	4.3%	1.9%	-9.4%	2.7%	6.9%
CCOC(=O)C1CCCN(C(=O)c2ccc(C)c(F)c2)CC1 (configuration not stated)	-11.2%	2.9%	13.0	-3.3	0.0%	12.6%	.	2.0%	.
Cc1ccc(CN(Cc2ccco2)C(=S)NCC(=O)NC2CC2)cc1	-0.6%	?	17.1	2.5	0.6%	16.1%	2.1%	11.6%	13.9%
Cc1cc(NC(=O)CSCC(=O)N(C)Cc2ccc(Cl)cc2Cl)no1	7.2%	?	5.5	-10.0	1.8%	-2.8%	1.2%	-10.9%	-1.4%
Cc1cccc(NC(=O)NNC(=O)COc2ccc(Cl)cc2)c1	6.6%	0.0%	-8.4	5.5	1.2%	13.8%	-7.0%	10.0%	-5.7%
Cc1nonc1C1CCCN1Cc1cn[nH]c1-c1ccc2c(c1)OCO2 (configuration not stated)	-5.4%	6.8%	2.3	5.1	-7.6%	2.6%	-13.3%	1.6%	-1.3%
COCCn1c(-c2ccccc2F)n[nH]c1=S	2.3%	27.8%	17.5	-6.0	0.0%	7.6%	0.2%	0.5%	-3.1%
CN(CCO)C(=O)c1cccc2c1-c1ccccc1C2=O	7.2%	-1.5%	18.0	-10.8	4.1%	4.3%	-2.5%	18.6%	-1.8%
CCOc1cccc(CN2CCN(Cc3ccc(C)o3)C(CCO)C2)c1O (configuration not stated)	5.6%	0.0%	43.6	-6.1	11.1%	19.5%	0.1%	16.8%	4.4%
CC(C)C(C(=O)NCc1ccco1)N(Cc1ccco1)C(=O)CNS(=O)(=O)c1ccc(F)cc1 (configuration not stated)	1.8%	0.0%	-4.5	2.5	5.3%	0.9%	-8.7%	0.3%	-8.0%
Cc1ccc(C)c(S(=O)(=O)N2CCC3(CC2)OCCO3)c1	-2.8%	-6.6%	-12.7	-7.0	-5.8%	-16.2%	2.7%	-3.8%	0.6%
Cc1cccc(C)c1NC(=O)CCCSc1nnc(-c2ccc(Cl)cc2)n1-c1ccccc1	-26.0%	2.91µM*	i	-7.4	4.11µM*	-6.5%	?	?	?
COC(=O)c1c(NC(=O)COc2ccc(C(C)C)cc2)sc2c1CCCC2	-6.2%	10.9%	.	5.6	0.1%	.	.	.	.
CC(C)C(c1nnnn1C1CCCC1)N1CCC(C(N)=O)CC1 (configuration not stated)	3.9%	-0.7%	-25.3	-17.4	-13.9%	1.6%	-6.3%	0.8%	-8.0%
CC1CCN(CCCNC(=O)CCc2nnc3n(CCc4ccccc4)c(=O)c4ccccc4n23)CC1	1.4%	?	?	-19.4	6.6%	2.6%	-7.1%	29.4%	?
O=C(Nc1cc(S(=O)(=O)N2CCOCC2)ccc1N1CCCC1)c1ccccc1C(F)(F)F	2.4%	-3.1%	16.0	-7.6	-12.5%	3.7%	-26.7%	0.5%	5.4%
Cn1cc(Br)c(C(=O)NNC(=O)c2ccccc2)n1	13.8%	-13.6%	-17.9	-2.2	-2.7%	26.6%	-13.8%	0.0%	-6.6%
O=C(Nc1oc2ccccc2c(=O)c1-c1ccc2c(c1)OCO2)c1ccco1	-20.3%	-10.7%	-1.4	0.8	-3.6%	-7.4%	.	-7.2%	.
CCN(CC)P(=O)(Nc1ccc(C)cc1Br)c1ccc(N(C)C)cc1NC(=O)c1ccco1 (configuration not stated)	7.0%	18.4µM*	-65.6*	-16.5	?	-10.2%	?	-9.3%	?
Cc1nc(=O)cc(-c2ccccc2)n1-c1ccccc1	-5.4%	-13.3%	-10.0	-4.3	3.2%	-4.2%	?	-3.4%	0.3%
Cc1ccc(C(O)c2ncc(-c3ccccc3C)[nH]2)cc1F (configuration not stated)	0.5%	-14.3%	-6.5	-12.1	0.0%	-0.5%	.	-9.2%	.
COc1ccc(CN(C(=O)CSc2nnc(-c3c[nH]c4ccccc34)o2)c2ccc(F)cc2)cc1OC	?	14.6µM*	-82.8*	9.5	?	?	7.1%	?	4.11µM*
COC(=O)c1sc(N2C(=O)c3oc4ccccc4c(=O)c3C2c2ccc(O)cc2)nc1C (configuration not stated)	10.5%	1.1%	.	-4.2	?	.	.	.	.
CC1CCCCC12NC(=O)N(CC(=O)OCc1c(F)cccc1Cl)C2=O (configuration not stated)	-5.3%	18.5%	-8.4	2.1	-3.9%	-1.0%	-2.6%	4.9%	3.5%
Cc1ccccc1NC(=O)c1c(C)oc2ccc(O)c(CN3CCN(C)CC3)c12	1.7%	7.9%	.	-14.7	1.4%	.	.	.	.
O=C(Nc1ccc(CN2CCOCC2)cc1)c1cccc(F)c1	-21.1%	-2.0%	8.9	-0.2	-25.3%	1.3%	-11.0%	8.3%	-2.1%
COc1ccccc1NC(=O)c1c(NC(=O)c2ccco2)sc2c1CCC2	21.2%	?	-17.6	-0.2	4.6%	-0.5%	?	18.5%	-7.3%
Cc1cc(Br)ccc1NC(=O)CCN1C(=O)c2ccncc2C1=O	-16.0%	27.4%	3.2	-3.3	0.6%	7.9%	4.7%	9.0%	7.6%
CSc1nc(C)c(C(=O)C[n+]2ccccc2C)cc1C#N	3.2%	5.1%	?	6.8	?	-0.2%	0.4%	6.5%	3.1%
O=C(COC(=O)c1ccccc1OC(F)F)Nc1ccc(N2CCCCC2)cc1	-20.5%	-0.2%	-4.0	-5.3	10.1%	-3.3%	-3.1%	-3.0%	-4.3%
CCOc1ccccc1C(=O)NC(C(=O)Nc1cccnc1)C(C)C (configuration not stated)	-7.2%	?	-14.5	2.5	-5.0%	-2.3%	-46.5%[inhibitor]	-2.5%	?
CCN(CC)S(=O)(=O)c1ccc(Cl)c(NC(=O)COC(=O)c2ccc([N+](=O)[O-])o2)c1	4.5%	-7.2%	5.1	0.5	-10.3%	-2.9%	-0.7%	6.4%	-8.6%
COCCn1c(Cc2ccccc2)nnc1SCC(=O)NC(C)C	-10.7%	15.0%	2.2	0.5	6.8%	8.7%	1.5%	6.8%	-4.5%
COc1ccc2c(c1)O/C(=C\c1ccccc1O)C2=O	-1.6%	5.6%	45.7	-0.6	1.9%	14.4%	3.3%	10.5%	0.4%
CCOC(=O)C1CCN(CC(=O)c2c(C)[nH]c3cc(C)ccc23)CC1	-9.8%	1.1%	-4.9	-10.2	-2.3%	-1.2%	-0.2%	-3.5%	-0.9%
NS(=O)(=O)c1ccc(CCNC(=O)C2CC(=O)N(Cc3ccccc3Cl)C2)cc1 (configuration not stated)	-15.4%	29.9%	0.1	0.1	8.9%	-0.6%[9.24 µM]	-8.8%	2.2%	3.6%
CCOC(=O)c1ccc(NC(=O)NCc2ccn(CC)n2)cc1	-1.5%	?	24.8	-0.9	-24.1%	9.6%	1.4%	-1.5%	-2.9%
COc1cc(NC(=O)CSc2nc3nc(C)c(Cc4ccccc4Cl)c(C)n3n2)cc(OC)c1	-21.9%	9.5%	.	2.1	-16.4%	.	.	.	.
CCCN(CC(=O)Nc1ccc(F)c(F)c1F)C(=O)c1ccc(N2CCCC2=O)cc1	2.7%	13.1%	23.8	0.5	-11.6%	4.3%	-5.4%	10.2%	2.0%
CC(C(=O)N(C1CC1)C1(C(=O)Nc2ccccc2)CCCC1)N1C(=O)c2ccccc2C1=O (configuration not stated)	-12.8%	2.8%	8.2	2.8	9.3%	2.3%	-1.4%	3.0%	0.0%
Cc1ccc(C(=O)Nc2cc(C)nn2CCC#N)cc1	10.4%	12.2%	-9.5	-1.6	-5.8%	-0.7%	-9.3%	9.5%	5.5%
CCOC(=O)CSc1nc2c(sc(=S)n2CCc2ccccc2)c(=O)n1Cc1ccco1	13.4%	?	14.2	-20.5	-6.0%	0.9%	-9.3%	?	16.3%

In the list so far, 7 have a Cl atom:
SMILES	GLP1R cytotox	KB-V1 MDR tox	IL-1B inflam inh	D3 ag	KB-3-1 cytotox	HT1080-NT tox	SW480 rerep	HT1080 IDH1KD tx	MCF10A rereplic
Cc1cc(NC(=O)CSCC(=O)N(C)Cc2ccc(Cl)cc2Cl)no1	7.2%	?	5.5	-10.0	1.8%	-2.8%	1.2%	-10.9%	-1.4%
Cc1cccc(NC(=O)NNC(=O)COc2ccc(Cl)cc2)c1	6.6%	0.0%	-8.4	5.5	1.2%	13.8%	-7.0%	10.0%	-5.7%
Cc1cccc(C)c1NC(=O)CCCSc1nnc(-c2ccc(Cl)cc2)n1-c1ccccc1	-26.0%	2.91µM*	i	-7.4	4.11µM*	-6.5%	?	?	?
CC1CCCCC12NC(=O)N(CC(=O)OCc1c(F)cccc1Cl)C2=O (configuration not stated)	-5.3%	18.5%	-8.4	2.1	-3.9%	-1.0%	-2.6%	4.9%	3.5%
CCN(CC)S(=O)(=O)c1ccc(Cl)c(NC(=O)COC(=O)c2ccc([N+](=O)[O-])o2)c1	4.5%	-7.2%	5.1	0.5	-10.3%	-2.9%	-0.7%	6.4%	-8.6%
NS(=O)(=O)c1ccc(CCNC(=O)C2CC(=O)N(Cc3ccccc3Cl)C2)cc1 (configuration not stated)	-15.4%	29.9%	0.1	0.1	8.9%	-0.6%[9.24 µM]	-8.8%	2.2%	3.6%
COc1cc(NC(=O)CSc2nc3nc(C)c(Cc4ccccc4Cl)c(C)n3n2)cc(OC)c1	-21.9%	9.5%	.	2.1	-16.4%	.	.	.	.
